# Screening results deposited in PubChem by The Scripps Research Institute Molecular Screening Center.
# TbREL1 inh = TbREL1 RNA ligase inhibitors, primary screen, biochemical, FRET fluorescence; TbREL1 RNA ligation; inhibition, % at 9.66 µM; actives 0.49% (n = 89,000);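 active = inhibition above the mean inhibition across all screened compounds plus 3 SD, cut at about 11% in these data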;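 also: 0% = plate median of test wells and 100% = NSC42067 control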
# Target sequence (P86926 whole entry, looked up): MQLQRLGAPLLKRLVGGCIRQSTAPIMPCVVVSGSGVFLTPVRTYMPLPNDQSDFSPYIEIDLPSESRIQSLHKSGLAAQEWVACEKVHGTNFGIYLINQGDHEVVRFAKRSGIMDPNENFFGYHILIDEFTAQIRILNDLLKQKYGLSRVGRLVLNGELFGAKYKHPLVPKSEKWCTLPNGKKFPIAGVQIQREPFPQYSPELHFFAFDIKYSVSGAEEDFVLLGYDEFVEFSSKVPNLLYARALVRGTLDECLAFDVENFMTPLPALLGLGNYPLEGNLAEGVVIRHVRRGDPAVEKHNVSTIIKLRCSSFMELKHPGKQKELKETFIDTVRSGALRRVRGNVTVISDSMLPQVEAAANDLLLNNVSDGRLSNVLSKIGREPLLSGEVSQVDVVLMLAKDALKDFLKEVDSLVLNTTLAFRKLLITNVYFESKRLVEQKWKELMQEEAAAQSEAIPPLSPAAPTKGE
# * = called active by the depositor.
# The opening 2 entries, to show the layout:
SMILES,TbREL1 inh
O=C(c1cc2c(ccc3ccccc32)oc1=O)N1CCN(CCO)CC1,-2
COc1ccc(OCC(=O)N/N=C/c2ccc(OC)c(OC)c2C(=O)O)cc1,0

# The list itself, from the first entry:
SMILES,TbREL1 inh
O=C(c1cc2c(ccc3ccccc32)oc1=O)N1CCN(CCO)CC1,-2
COc1ccc(OCC(=O)N/N=C/c2ccc(OC)c(OC)c2C(=O)O)cc1,0
Cc1ccc(-c2cc(-c3nnc(SCC(=O)N4c5ccccc5Sc5ccc(Cl)cc54)n3N)[nH]n2)cc1,2
CCN(CC)S(=O)(=O)c1ccc(N=NC2=C(O)CC(C)(C)CC2=O)cc1,5
CCCCNC(=O)c1ccc(CNS(=O)(=O)c2ccc(Br)cc2)cc1,0
O=C(NCCS(=O)(=O)NCc1ccccc1Cl)c1ccc2c(c1)OCO2,1
CCOC(=O)CSc1nc(N)c(C#N)c(-c2cccs2)c1C#N,-1
CCC(CO)Oc1cc(NCc2cccc(C(F)(F)F)c2)c2ncn(C(C)C)c2c1 (stereo not drawn),-3
COc1cc(C2CC(=O)Oc3c(C(CCN4CCOCC4)c4ccc(N(C)C)cc4)c(OC)cc(OC)c32)cc(OC)c1OC (stereo not drawn),-1
CCCN(CCC)Cc1c(C(=O)N/N=C/c2c[nH]c3ccccc23)nnn1-c1nonc1N,-3
O=C(NC(=S)Nc1ccc(Cl)c(C(=O)O)c1)c1ccc(OCc2ccccc2)cc1,-3
CC(C)c1ccc(NC(=O)[C@@H](C)NC(=O)[C@@H]2Cc3ccccc3CN2)cc1,1
COc1ccc(OC)c(S(=O)(=O)N2CCC(c3cn4ccccc4n3)CC2)c1,-1
c1ccc(-c2ccc(C3=Nn4c(nnc4-c4ccccn4)SC3)cc2)cc1,-2
Cc1nc2c(OCc3ccc(C#N)cc3)cccn2c1N(C)Cc1cccs1,-2
Cc1ccc(S(=O)(=O)N2CCOCC2)cc1C(=O)OCC(=O)Nc1ccc(Cl)cn1,0
CC(NC(=O)Cn1cc(C(F)(F)F)cc(Cl)c1=O)c1ccccc1 (stereo not drawn),0
O=C(COC(=O)[C@@H]1CCCN1C(=O)c1cccs1)Nc1cccc(Cl)c1,-2
CCNc1nc(C)cc(COC)c1C#N,-1
COc1ccc(NC(=O)C2CCCN(S(=O)(=O)c3cccnc3)C2)c(OC)c1 (stereo not drawn),0
COc1ccc(OC)c(C2C(C(=O)c3ccco3)=C(O)C(=O)N2Cc2cccnc2)c1 (stereo not drawn),9
Cc1ccc(C)c(NC(=S)N(Cc2cccc(Br)c2)CC2CCC(C(=O)O)CC2)c1 (stereo not drawn),-3
C[C@H](CO)N1C[C@H](C)[C@@H](CN(C)S(C)(=O)=O)Oc2ccc(N(C)C)cc2C1=O,-3
COc1cc(C(=O)NCCCCCCNC(=O)c2cc(OC)c(OC)c(OC)c2)cc(OC)c1OC,5
CN(C(=O)COC(=O)c1ccc(C#N)cc1)c1ccccc1,5
CNC(=O)c1c(NC(=O)c2cccc(C)c2)sc2c1CCC2,2
CCN(Cc1ccccc1)S(=O)(=O)c1ccc(C(=O)Nc2nnc(C3CC3)o2)cc1,-1
O=C(CCC(=O)N(CC(=O)NC1CCCC1)c1ccc(F)cc1)Nc1nccs1,-1
COc1ccccc1CNC(=O)c1ccc(NS(=O)(=O)c2c(C)noc2C)cc1,5
CC(Sc1nc(-c2ccccc2)nc2c1COC(C)(C)C2)C(=O)N1CCOCC1 (stereo not drawn),-2
NC(=O)CC(NC(=O)Cc1ccc(Cl)cc1)c1ccc(NCCN2CCOCC2)c([N+](=O)[O-])c1 (stereo not drawn),-2
Cc1ccc(OC(=O)c2cccc(C(=O)Oc3ccc(C)cc3)n2)cc1,0
O=C(COc1ccccc1)N1CCN(S(=O)(=O)c2cccs2)CC1,2
COc1ccc2c(c1)CCCC2=O,0
CC1CN(S(=O)(=O)c2ccc(C(=O)N3CCc4ccccc43)cc2)CC(C)O1 (stereo not drawn),-1
O=C(Cn1cc(SCc2cccc(Cl)c2)c2ccccc21)N1CCOCC1,-1

# Structural class: those above containing an aryl thioether with sulfur outside any ring
SMILES,TbREL1 inh
Cc1ccc(-c2cc(-c3nnc(SCC(=O)N4c5ccccc5Sc5ccc(Cl)cc54)n3N)[nH]n2)cc1,2
CCOC(=O)CSc1nc(N)c(C#N)c(-c2cccs2)c1C#N,-1
CC(Sc1nc(-c2ccccc2)nc2c1COC(C)(C)C2)C(=O)N1CCOCC1 (stereo not drawn),-2
O=C(Cn1cc(SCc2cccc(Cl)c2)c2ccccc21)N1CCOCC1,-1

# (list continues)
SMILES,TbREL1 inh
CCc1ccc(CNC(=O)C2CCC(=O)N(CCc3ccc(Cl)cc3)C2)nc1 (stereo not drawn),-3
Cc1sc2nc3ccc(N4CCCC4)nn3c(=O)c2c1C,4
Cc1cc(C)c2nc(N3CCCC(C(=O)NC4CCCC4)C3)sc2c1 (stereo not drawn),1
O=C(NC1=NCCS1)c1ccc(F)c(S(=O)(=O)N2CCOCC2)c1,-3
O=C1c2ccsc2SCCN1Cc1ccccc1,0
COC(=O)c1c(NC(=O)CN2CCC(C)CC2)c2c(C)cccc2n1C,-4
CCc1ccc(NC(=O)CNS(=O)(=O)c2c(C)noc2C)cc1,4
CC(C)CCNC(=O)C1CC(c2cccc([N+](=O)[O-])c2)=NO1 (stereo not drawn),0
O=C(COc1ccc([N+](=O)[O-])cc1)Nc1cccc2nsnc12,7
O=C(NCc1ccc(F)cc1)c1ccc(NC(=O)C2CCCO2)cc1 (stereo not drawn),-2
O=C(COC(=O)C1=COCCO1)Nc1ccc(Oc2ccccc2)cc1,-3
COC(=O)C1CN(Cc2ccc(OC)cc2)CCS(=O)(=O)N1Cc1cn(Cc2ccc(Cl)cc2)nn1 (stereo not drawn),9
CCCCCC(=O)N1C[C@@H](n2cc(C3CC3)nn2)[C@H](O)C[C@@H]1c1ccc(OC)cc1,3
Cc1ccc(NC(=O)C2CC=CCC2C(=O)N2CCCCC2)cc1 (stereo not drawn),0
CC(C)(C)NS(=O)(=O)c1ccc(NC(=O)NC2CCCCC2)cc1,0
CCOC(=O)c1[nH]c2ccc(F)cc2c1NC(=O)Nc1ccccc1OC,-3
O=C(C[C@H]1C[C@H](C(=O)N2CCOCC2)[C@@]2(CCC3CCCC3)c3[nH]c4ccc(Cl)cc4c3CCN2C1=O)NCc1ccco1,0
CCOC(=O)Cc1nc(N2CCN(C=O)CC2)c2c(C)c(C(=O)OCC)sc2n1,5
Cc1csc2nc3cc(C(N)=O)ccc3c(=O)n12,2
CCC(C)(C)C1CCC(=NNC(=O)c2ccc(Br)o2)CC1 (stereo not drawn),3
O=C(COC(=O)c1ccc(Cl)c(S(=O)(=O)N2CCCC2)c1)NCc1cccs1,-4
N#CC1(c2ccccc2)CCC(=NNS(=O)(=O)c2ccccc2)CC1 (stereo not drawn),-4
Cc1ccc2nc(C3CCCCC3)c(Cc3ccccc3C(F)(F)F)n2c1,-2
CCOCC(=O)Nc1cc(C(=O)OC)ccc1C(=O)OC,0
Cc1cccc2nc(CSc3ncccc3C(=O)O)cn12,7
Cc1nc2ccccc2nc1OCC(=O)Nc1ccc(F)cc1,1
O=C(c1ccc2c(=O)n(Cc3ccccc3)c(=S)[nH]c2c1)N1CCCC1,-4
COc1cc(C2c3c(-c4ccccc4)n[nH]c3C(=O)N2c2ccccc2)ccc1O (stereo not drawn),3
CCC1CCCCN1C(=O)CSc1nnc(CNC(=O)COc2ccc(Cl)cc2)o1 (stereo not drawn),-5
Cn1ncc2nc[nH]c(=O)c21,4
CNCC(O)CN1CCN(c2ccccc2OC)CC1 (stereo not drawn),2
C=C(C)c1cccc(C(C)(C)NC(=O)N(C)C2CCN(C)CC2)c1,2
COc1cccc(CNc2nc3ccccc3n2CCN2CCCCC2)c1,-2
CCN(CC)S(=O)(=O)c1ccc(C(=O)Oc2coc(CSc3nc(C)cc(C)n3)cc2=O)cc1,-2
COc1ccc2c(c1)-c1nc(N)sc1CC2,0
Cc1cc(NC(=O)CCC(=O)N(c2cccc(F)c2)C(C(=O)NC2CCCC2)c2ccccc2)no1 (stereo not drawn),3
CCOC(=O)C1=C(c2ccccc2)N=c2sc(=Cc3cc(OC)c(OC)c(OC)c3)c(=O)n2C1c1cccs1 (stereo not drawn),-1
S=C(Nc1ccc(Br)cc1)OCCN1CCCC12CCC(c1ccccc1)CC2 (stereo not drawn),-1
COc1ccccc1NC(=O)C(C)N1C(=O)C2CCCCC2C1=O (stereo not drawn),0
Cc1ccc(S(=O)(=O)N(C)C[C@@H]2OCc3cn(nn3)CCCC(=O)N([C@H](C)CO)C[C@H]2C)cc1,3
Cc1ccc(-c2nc(-c3ccc(Cl)cc3)sc2CC(=O)O)c(C)c1,-2
CC(=O)c1cc(-c2cccc(Cl)c2O)c(=O)n2c1CCC2,2
O=C(NCN1C(=O)C2C3C=CC(C3)C2C1=O)OC1CCCCC1 (stereo not drawn),-1
CS(=O)(=O)N(CC(=O)NCCSC1CCCCC1)c1ccc2c(c1)OCO2,-2
O=C(C1CCCN1S(=O)(=O)c1ccc([N+](=O)[O-])cc1)N1CCc2ccccc2C1 (stereo not drawn),0
CCOc1ccc(NC(=S)c2ccncc2)cc1,-3
Cc1cccc(C(=O)Nc2ccccc2SCC(=O)Nc2ccc(C)c(Cl)c2)c1,9
O=C(Nc1ncnc2sc3c(c12)CCCCC3)c1ccccc1,4
CCc1ccc(NC(=O)COC(=O)c2ccc(Cl)c(S(=O)(=O)N3CCCCCC3)c2)cc1,1
CN(C(=O)c1ccc(=O)[nH]c1)C1(C(=O)NC2CCCCC2)CCCCC1,-3
CCCCn1c(-c2csc3c2CCC(C)C3)n[nH]c1=S (stereo not drawn),-7
CCN1C(C(=O)c2ccccc2)=C(Nc2ccccc2C)c2ccccc2S1(=O)=O,-1
CCOn1c(=O)c(-c2ccc(OC)cc2)[n+]([O-])c2ccccc21,0
CC1CCCCC1NC(=O)c1cn(C)c2ccc(S(=O)(=O)N3CCOCC3)cc2c1=O (stereo not drawn),5
NC(=O)c1sc2nc(-c3ccco3)ccc2c1N,2
Nc1ncnc2c1ncn2[C@@H]1O[C@H](CNC(=O)[C@@H](N)C2CCCCC2)[C@@H](O)[C@H]1O,4
COc1ccc(OC)c(-c2csc(NC(=O)Cc3ccc(F)cc3)n2)c1,5
COc1ccc(C)c2sc(=NC(=O)c3cccc(N4C(=O)CCC4=O)c3)n(C)c12,-1
COC(=O)C[C@H]1C[C@@H]2c3cc(NC(=O)CN(C)C)ccc3O[C@@H]2[C@H](CO)O1,-4
CC(=O)NC1C2CN3CCN(C2)CC1(Cc1ccccc1)C3 (stereo not drawn),-1

# Remaining list, next part:
SMILES,TbREL1 inh
N#Cc1c(NC(=O)CSc2nnc(-c3ccncc3)n2CC2CCCO2)sc2c1CCCC2 (stereo not drawn),-3
Cc1ccc(S(=O)(=O)NCC(C)n2cncn2)cc1C (stereo not drawn),4
Cc1ccc(N2C(=O)CC(c3c[nH]c4ccccc34)C2=O)cc1 (stereo not drawn),-1
O=C(c1ccc(S(=O)(=O)NCC2CCCO2)cc1)N1CCN(c2cccc(Cl)c2)CC1 (stereo not drawn),-2
CN(C)S(=O)(=O)c1cccc(NC(=O)COc2cccc3ccccc23)c1,-1
C=CCNC(=O)NC(=O)COC(=O)[C@H](C)NS(=O)(=O)c1c(C)c(C)cc(C)c1C,-5
CSc1nnc2c(n1)OC=Nc1ccccc1-2,0
CC1CCCC(NC(=O)C2CCN(S(=O)(=O)N3CCCCC3)CC2)C1C (stereo not drawn),3
Cc1ccnc(SCc2cc(=O)c(OC(=O)c3cccs3)co2)n1,1
CC(C)OCc1c(C(=O)Nc2nccs2)oc2ccccc12,3
CCOC(=O)C1Nc2ccccc2C2C(O)C(O)CC12 (stereo not drawn),7
O=S(c1cc(Cl)cc(Cl)c1O)c1cc(Cl)cc(Cl)c1O,4

# Another view of part of the listing above:
C=CCNC(=O)NC(=O)COC(=O)[C@H](C)NS(=O)(=O)c1c(C)c(C)cc(C)c1C
  TbREL1 inh = -5

CSc1nnc2c(n1)OC=Nc1ccccc1-2
  TbREL1 inh = 0

CC1CCCC(NC(=O)C2CCN(S(=O)(=O)N3CCCCC3)CC2)C1C (stereo not drawn)
  TbREL1 inh = 3

Cc1ccnc(SCc2cc(=O)c(OC(=O)c3cccs3)co2)n1
  TbREL1 inh = 1

# Other entries:
SMILES,TbREL1 inh
Fc1ccc(-n2c(-c3ccc4c(c3)OCO4)n[nH]c2=S)cc1Cl,5
CC(C)N1CC23C=CC(O2)C(C(=O)OCc2ccccc2)C3C1=O (stereo not drawn),-1
O=C(Cc1c[nH]c2ccccc12)NNC(=O)c1ccccc1,5
Cc1ccc(-c2c3c(=O)n(C)c(=O)n(C)c3cn2Cc2ccccc2)cc1,1
O=Cc1ccccc1-c1cn(CN2C(=O)c3ccccc3C2=O)nn1,1
O=C(NCC1CCCO1)c1cc(C(=O)C2CC2)c[nH]1 (stereo not drawn),-1
Cc1ccc(CNC2CCC23CCC(c2ccccc2)CC3)o1 (stereo not drawn),6
O=C(CSc1n[nH]c(-c2ccccc2)n1)c1ccc(O)c(O)c1,4
C[C@H](O)[C@@H]1C(=O)N2CCc3c([nH]c4ccccc34)[C@@H]2C[C@@H]1N(C)C(=O)Nc1ccc(Br)cc1,-3

# An excerpt from above in order of their number in TbREL1 inh, lowest first.
SMILES,TbREL1 inh
CCCCn1c(-c2csc3c2CCC(C)C3)n[nH]c1=S (stereo not drawn),-7
O=C(c1cc2c(ccc3ccccc32)oc1=O)N1CCN(CCO)CC1,-2
CCNc1nc(C)cc(COC)c1C#N,-1

# The list is partial. The share of hits here may be higher or lower than overall.
